# BioA inh – BioA (M. tuberculosis) enzyme inhibition; purified M. tuberculosis BioA enzyme, plate reader; inhibition, % at 9.99 µM; 360,000 tested, 0.096% active; AID 602481; in the data active = inhibition above about 40%; inconclusive = no clear call, values can overlap the other calls
# BoNT-F LC inh – BoNT F light chain protease inhibition | Multiplex microsphere protease cleavage assay, flow cytometry | 360,000 tested, 0.22% active | AID 588497 | inhibition, % at 10 µM; in the data active = inhibition above about 35%, passing the limit was not always enough; inconclusive = no clear call, values can overlap the other calls; also: plate controls were buffer without enzyme for full effect and enzyme alone for no effect
# Mtb UGM inh – Mtb UDP-galactopyranose mutase inhibition. P9WIQ1. 320,000 tested, 0.06% active. inhibition, % at 10 µM. AID 504406. purified UGM, fluorescence polarization probe displacement; in the data active = inhibition above about 10%, passing the limit was not always enough; inconclusive = no clear call, values can overlap the other calls
# Target sequence (P9WIQ1 whole entry, looked up): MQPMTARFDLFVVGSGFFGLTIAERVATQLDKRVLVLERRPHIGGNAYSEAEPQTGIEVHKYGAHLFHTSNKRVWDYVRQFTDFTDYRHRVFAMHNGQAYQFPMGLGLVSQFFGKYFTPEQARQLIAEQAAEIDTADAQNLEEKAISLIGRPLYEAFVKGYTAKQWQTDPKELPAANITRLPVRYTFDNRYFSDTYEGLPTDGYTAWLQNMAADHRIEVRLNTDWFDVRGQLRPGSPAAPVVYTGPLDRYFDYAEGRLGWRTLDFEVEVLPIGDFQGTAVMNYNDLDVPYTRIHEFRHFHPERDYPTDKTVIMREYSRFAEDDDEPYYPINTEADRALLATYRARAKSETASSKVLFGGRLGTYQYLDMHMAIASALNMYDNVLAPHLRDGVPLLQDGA
# MazEF act – MazEF (E. coli) toxin RNase activation; P0AE70; AID 504720; activation, % at 20 µM; FAM/BHQ RNA-DNA oligo cleavage fluorescence, 5 h; 350,000 tested, 0.32% active; in the data active = activation above about 50%
# Target sequence (P0AE70 whole entry, looked up): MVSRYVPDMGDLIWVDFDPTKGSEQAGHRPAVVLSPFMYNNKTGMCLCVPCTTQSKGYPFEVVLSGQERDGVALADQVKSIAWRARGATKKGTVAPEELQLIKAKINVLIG
# GDH-TPI counter – inhibits GDH-TPI coupling enzymes, artifact for Mtb FBA screen | GDH-TPI coupled enzyme counterscreen, NADH absorbance | inhibition, % at 4.8 µM | 360,000 tested, 1.2% active | AID 588335;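 also: 0% = DMSO wells and 100% = wells lacking the enzyme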
# CCHFV vOTU inh – CCHFV vOTU protease inhibition; 370,000 tested, 0.55% active; inhibition, % at 11.5 µM; Pep-AMC fluorescence; AID 651958; also: 0% = vehicle wells with enzyme and 100% = no enzyme wells
# DUSP3 inh – inhibitors of human VHR1 phosphatase (DUSP3); AID 1654; inhibition, % at 13.3 µM; 290,000 tested, 0.52% active; recombinant VHR phosphatase, pNPP absorbance; P51452; in the data active = inhibition above about 50%; also: some compounds called inactive have numbers as strong as hits
# Target sequence (P51452 whole entry, looked up): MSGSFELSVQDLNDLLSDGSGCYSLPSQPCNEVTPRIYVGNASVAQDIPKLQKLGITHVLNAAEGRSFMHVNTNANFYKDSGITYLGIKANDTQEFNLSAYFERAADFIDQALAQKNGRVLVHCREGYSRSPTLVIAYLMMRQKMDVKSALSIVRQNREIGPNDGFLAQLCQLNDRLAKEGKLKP
# Rv3671c protease – inhibits the M. tuberculosis serine protease Rv3671c | inhibition, % at 5.96 µM | 320,000 tested, 0.048% active | AID 2606; in the data active = inhibition above about 38%;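 also: extracellular domain of Rv3671c used as enzyme; 0% = enzyme with DMSO and 100% = no enzyme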
# Mtb FBA inh – Mtb fructose-bisphosphate aldolase inhibition. 360,000 tested, 2.3% active. purified M. tuberculosis FBA, fluorescence read-out. P9WQA3. AID 588726. inhibition, % at 1 µM; in the data active = inhibition above about 27%;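 also: 0% = vehicle and 100% = reference inhibitor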
# Target sequence (P9WQA3 whole entry, looked up): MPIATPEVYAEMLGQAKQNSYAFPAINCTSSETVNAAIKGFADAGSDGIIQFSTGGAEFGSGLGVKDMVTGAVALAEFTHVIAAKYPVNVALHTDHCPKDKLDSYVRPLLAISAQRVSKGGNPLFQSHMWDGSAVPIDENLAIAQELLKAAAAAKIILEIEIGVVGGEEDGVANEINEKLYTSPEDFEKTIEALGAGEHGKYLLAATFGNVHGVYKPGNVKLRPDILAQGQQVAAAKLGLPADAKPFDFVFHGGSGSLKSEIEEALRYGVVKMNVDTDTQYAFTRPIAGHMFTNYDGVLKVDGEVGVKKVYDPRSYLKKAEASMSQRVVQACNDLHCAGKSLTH
# FadD28 binding – M. tuberculosis FadD28 bisubstrate binding inhibition; FadD28 bisubstrate probe binding, fluorescence polarization; inhibition, % at 12.5 µM; 360,000 tested, 0.22% active; AID 588549; in the data active = inhibition above about 8.5%, passing the limit was not always enough; inconclusive = no clear call, values can overlap the other calls
# * hit, by the source's call; ? = inconclusive; . = no result given; + = active, no number; & = joins results of further samples. Rule as the data show it, unless noted: active = inhibition above about 30%; inactive = the rest.
# A first look:
# Sequence of screens – BioA inh, BoNT-F LC inh, Mtb UGM inh, MazEF act, GDH-TPI counter, CCHFV vOTU inh, DUSP3 inh, Rv3671c protease, Mtb FBA inh, FadD28 binding
1) CC1CCCN(C/C(O)=C(\C#N)c2nc3ccccc3[nH]2)C1 (stereo not given)
 : -0.2, 30, -0.8, 2, 23, 14, 13, 1, 7, -2.0
2) Cc1ccc(N(CC(=O)NC2CCCCC2C)S(=O)(=O)c2c(C)noc2C)cc1 (stereo not given)
 : -1.0, 0, 4.8, -19, 2, 13, 17, -7, 2, 1.3
3) CCOC(=O)C1=C(C)NC(C)=C(C(=O)OCC)C1C(=O)OC1CCOC1=O (stereo not given)
 : -0.2, -2&-1, 1.8, 2&3, 14&9, -5&-3, -8, 3, 6&5, -0.9&-1.1
4) CC(C)(C)S(=O)N1Cc2cc(C(=O)O)nc(-c3cccc(-c4cc5ccccc5o4)c3)c2[C@H]1CCO (stereo not given in full)
 : 1.3, -23, ., ., ., -3, ., ., -1, -10
5) CN(CC1CCCO1)S(=O)(=O)c1ccc(C(=O)Nc2ccccc2F)cc1 (stereo not given)
 : 0.5, -2, 0.6, 5, -1, -2, 10, -2, 1, -1.8

# The whole of this part, repeating the preview:
# Sequence of screens – BioA inh, BoNT-F LC inh, Mtb UGM inh, MazEF act, GDH-TPI counter, CCHFV vOTU inh, DUSP3 inh, Rv3671c protease, Mtb FBA inh, FadD28 binding
1) CC1CCCN(C/C(O)=C(\C#N)c2nc3ccccc3[nH]2)C1 (stereo not given)
 : -0.2, 30, -0.8, 2, 23, 14, 13, 1, 7, -2.0
2) Cc1ccc(N(CC(=O)NC2CCCCC2C)S(=O)(=O)c2c(C)noc2C)cc1 (stereo not given)
 : -1.0, 0, 4.8, -19, 2, 13, 17, -7, 2, 1.3
3) CCOC(=O)C1=C(C)NC(C)=C(C(=O)OCC)C1C(=O)OC1CCOC1=O (stereo not given)
 : -0.2, -2&-1, 1.8, 2&3, 14&9, -5&-3, -8, 3, 6&5, -0.9&-1.1
4) CC(C)(C)S(=O)N1Cc2cc(C(=O)O)nc(-c3cccc(-c4cc5ccccc5o4)c3)c2[C@H]1CCO (stereo not given in full)
 : 1.3, -23, ., ., ., -3, ., ., -1, -10
5) CN(CC1CCCO1)S(=O)(=O)c1ccc(C(=O)Nc2ccccc2F)cc1 (stereo not given)
 : 0.5, -2, 0.6, 5, -1, -2, 10, -2, 1, -1.8
6) Cn1c(=O)c2c(nc(CN3CCC(C(N)=O)CC3)n2Cc2ccccc2F)n(C)c1=O
 : -0.6, -11, 0.4, -2, -4, -22, -1, -3, 4, 2.4
7) COC(=O)c1ccc(NC(=O)N2CCOCC2)cc1
 : -1.8, -4, -2.7, -6, 0, 8, 18, 3, 4, -2.0
8) CCN(CC)P(=O)(c1n(CC)cc[n+]1CC)N(CC)CC
 : ., -5, -0.4, 5, 14, 5, 7, -9, -1, -2.4
9) CCSc1nc2c(c(=O)[nH]1)C(c1cccnc1)C(C(=O)OC(C)C)=C(C)N2 (stereo not given)
 : ., 5, 2.9, 7, 1, 3, 9, 0, 0, -2.7
10) Cc1ccc(OCCCC(=O)Nc2ccc(N3CCOCC3)cc2)c(C)c1
 : 2.1, -30, 0.0, 3, -9, 6, 23, -1, 10, -2.0
11) CCOc1ccc(CN(C)Cc2cc(=O)oc3cc(C)c(Cl)cc23)cc1
 : -2.1, -18, 0.5, -6, 2, -20, 2, -11, 0, -0.3
12) Cc1cccc(C)c1Nc1c(-c2ccc(N3CCOCC3)cc2)nc2ncccn12
 : 0.9, -9, 2.7, 1, 17, 16, 15, -2, -1, -0.3
13) CN(CCc1cnn(C)c1)Cc1cn[nH]c1-c1ccc(-c2ccccc2)cc1
 : 8.5, -11, -1.3, 1, -5, ., 19, 1, -2, -4.5
14) CCn1c(C(C)NC(=O)c2ccc(OC)c(OC)c2)nc2ccccc21 (stereo not given)
 : 6.3, 6, 1.1, 0, 7, -10, 14, 3, 2, -0.2
15) NC(=O)CSc1nnc(NC(=O)c2ccc(S(=O)(=O)N3CCOCC3)cc2)s1
 : 1.1, 10, -0.1, 2, -1, -10, 6, -8, -1, -2.3

# An excerpt of these results, screen by screen:
(10) Cc1ccc(OCCCC(=O)Nc2ccc(N3CCOCC3)cc2)c(C)c1
(11) CCOc1ccc(CN(C)Cc2cc(=O)oc3cc(C)c(Cl)cc23)cc1
(12) Cc1cccc(C)c1Nc1c(-c2ccc(N3CCOCC3)cc2)nc2ncccn12
assay / compound,10,11,12
BioA inh,2.1,-2.1,0.9
BoNT-F LC inh,-30,-18,-9
Mtb UGM inh,0.0,0.5,2.7
MazEF act,3,-6,1
GDH-TPI counter,-9,2,17
CCHFV vOTU inh,6,-20,16
DUSP3 inh,23,2,15
Rv3671c protease,-1,-11,-2
Mtb FBA inh,10,0,-1
FadD28 binding,-2.0,-0.3,-0.3

# Following part.
# Sequence of screens – BioA inh, BoNT-F LC inh, Mtb UGM inh, MazEF act, GDH-TPI counter, CCHFV vOTU inh, DUSP3 inh, Rv3671c protease, Mtb FBA inh, FadD28 binding
16) CCOC(=O)c1[nH]c(C)c(/C(C)=N\O)c1C
 : -1.1, 1, ., 11, -1, -5, ., ., -1, -2.9
17) COc1ccc(C(=O)COC(=O)CCC(=O)Nc2ccc(C(C)=O)cc2)cc1
 : -1.7, -7, -2.5, -8, 7, -3, -2, -9, +, -1.4
18) CC(C)c1ccc(S(=O)(=O)N2CCC(C(=O)N3CCC3)CC2)cc1
 : -1.2, 10, -0.8, 6, 8, -5, ., 3, 5, -1.8
19) Cc1nn(C(=O)c2cccc([N+](=O)[O-])c2)c(C)c1Br
 : -1.7, 14, 0.0, 0, 2, -8, 7, 1, 0, -0.9
20) Cc1onc(-c2ccccc2Cl)c1C(=O)N1CC(C)CC(C)C1 (stereo not given)
 : -0.7, -2, -1.0, 17, -4, 7, -30, -1, 0, -3.9
21) Cc1noc(C)c1NC(=O)Nc1cccc2c1O[C@H](CN(C)C(=O)NC1CCCCC1)[C@@H](C)CN([C@H](C)CO)C2=O
 : -2.2&3.8, -8, -6.2, 12, 0, -7, ., 1, -2, -3.1
22) COc1cc(CCC(=O)OCC(=O)NCC2CCCCC2)cc(OC)c1OC
 : ., -1, 0.4, 9, 0, -7, 2, -2, 1, -0.4
23) O=C(CN1C(=O)c2ccccc2C1=O)Nc1cccnc1
 : 1.7, -4, 0.9, 3, -3, 5, 5, 5, -1, -0.2
24) Cc1cccn2c(CNC3CCCc4ccccc43)c(C(=O)N3CCOCC3)nc12 (stereo not given)
 : -2.1, -5, ., 3, 4, -3, -4, -2, 0, 0.3
25) COc1ccc(NC(=O)c2cc3n(n2)C(C(F)(F)F)CC(c2ccc(OC)cc2)N3)cc1 (stereo not given)
 : 0.1, 3, -2.5, 8, 8, 15, 14, 0, 1, 0.1
26) COc1ccc(S(=O)(=O)N2CCOC2CNC(=O)C(=O)NCCN2CCOCC2)cc1 (stereo not given)
 : -0.4, ?, 1.5, -9, -2, -6, 14, -6, 0, -0.4
27) Cc1oc(-c2cccc(Cl)c2)[n+]([O-])c1C
 : 1.8, -20, 0.4, 0, 0, 27, 9, 2, 3, -2.2
28) Cc1ccc(CCNC(=O)C2CCC(=O)N2C(C)C)cc1 (stereo not given)
 : -1.1, -12, 1.1, 11, -3, -10, 14, 9, 0, -3.8
29) Cc1ccc(C)c(OCc2cc(C(=O)N3CC[C@H](O)C3)no2)c1
 : -1.1, 0, 0.4, 10, 5, -1, 12, -10, -2, -3.2
30) CN1CCC(OC(=O)c2cccc(Cl)c2)CC1
 : -2.2, -3, -1.5, 0, 15, -4, 20, -4, 5, -1.2

# Next section.
# Sequence of screens – BioA inh, BoNT-F LC inh, Mtb UGM inh, MazEF act, GDH-TPI counter, CCHFV vOTU inh, DUSP3 inh, Rv3671c protease, Mtb FBA inh, FadD28 binding
31) Fc1ccccc1N1CCN(Cc2ccc3c(c2)OCO3)CC1
 : -0.8, 3, 0.5, 5, 12, 16, 3, -1, 0, -1.1
32) COc1ccccc1CN1CC(C(=O)NCc2cc(F)cc(C(F)(F)F)c2)CCC1=O (stereo not given)
 : -1.0, 1, -3.2, 4, 4, 11, 2, 4, -1, 0.1
33) O=C1C=C(c2ccccc2)CO1
 : -0.9, -6, ., 2, 4, 6, ., ., -3, -2.8
34) Cc1cccc(C(=O)NNC(=O)CCC(=O)Nc2cccc(Cl)c2C)c1
 : -2.0, -4, 0.4, 6, 18, 11, -1, 1, -5, -0.6
35) CCOC(=O)C1(Cc2cccc(Cl)c2)CCCN(C(=O)c2ccc(C)nc2)C1 (stereo not given)
 : ., 2, 0.3, -6, -1, -6, 22, 0, -2, 0.4
36) COCc1ccc(CN2CCCC(CO)(Cc3cccc(OC)c3)C2)o1 (stereo not given)
 : -1.6, 0, -0.8, -9, 4, -11, 26, -2, 1, -0.9
37) O=C(c1cnn2c(C(F)F)cc(-c3ccccc3)nc12)N1CCCc2ccccc21
 : -0.8, 2, -4.5, 2, -1, ., -8, -1, 1, 0.2
38) CCCC(=O)Nc1ccc(C(=O)NNC(=O)c2ccco2)cc1
 : ., -1, 1.2, 4, 14, 9, 12, -5, 0, -2.2
39) CC(C(=O)c1cn(C)c2ccccc12)c1ccccc1 (stereo not given)
 : ., -18, -1.7, 8, 8, 12, 22, -3, 0, -3.4
40) CC1CCCC(NC(=O)C2CCC(CNc3c(N4CCCC4)c(=O)c3=O)CC2)C1C (stereo not given)
 : 0.3, 11, 1.0, 10, 3, -11, -1, 2, 2, -2.5
41) C#CCOCCOCCOCCNc1nc(N2CCN(C(=O)[C@H](CCC(=O)O)n3cc(C(N)[C@H](C)CC)nn3)CC2)nc(N2CCN(C(=O)[C@H](Cc3ccc(O)cc3)n3cc(C(N)[C@H](C)CC)nn3)CC2)n1 (stereo not given in full)
 : 0.2, -5, 0.6, -6, 7, ., 18, 0, 1, -0.7
42) Clc1ccc(NCn2cncn2)nc1
 : -0.2, 0, 1.0, 3, 10, 5, 11, 5, 8, 1.3
43) O=C(O)C(Cc1c[nH]c2ccccc12)NS(=O)(=O)c1ccc(Cl)c(C(F)(F)F)c1 (stereo not given)
 : 0.0, 4, 0.4, -1, 8, 15, 0, 3, 2, -7.5
44) Cc1nn(Cc2cccc(F)c2)c(C)c1NC(=O)c1c(Cl)cnn1C
 : ., -4, -0.3, -8, 2, -13, -2, -4, 1, -1.8
45) CCc1ccccc1Nc1nc(N)nc(COC(=O)c2cccn2C)n1
 : -1.5, -5, 1.7, -3, -2, 2, 32, -5, -1, -2.8

# Next part:
nr	SMILES	BioA inh	BoNT-F LC inh	Mtb UGM inh	MazEF act	GDH-TPI counter	CCHFV vOTU inh	DUSP3 inh	Rv3671c protease	Mtb FBA inh	FadD28 binding
46	CCCCN1CNC(=S)N(c2cc(C)ccc2C)C1	-2.3	-2	-1.1	-2	4	8	-21	3	2	0.6
47	COc1cc(/C=C/C(=O)O)cc(S(=O)(=O)Nc2cc(Cl)c(Cl)cc2Cl)c1OC	-1.6	-4	4.5	-5	10	7	14	-1	5	2.5
48	CN(Cc1ccccc1)C(=O)COc1ccc2ccccc2c1	1.8	.	0.9	1	-7	-2	.	-8	2	-1.7
49	CCOC(=O)c1cc(-c2ccc(OC)cc2)n(CCC(=O)NCCN2CCC(C)CC2)c1C	.	0	0.6	10	7	-7	8	-1	-1	0.2
50	COc1ccc(C(CNC(=O)COc2ccc(Cl)cc2C)N2CCCCC2)cc1 (stereo not given)	0.7	0	-0.8	-3	-7	-6	-8	-5	-7	-3.2
51	O=C(Nc1ccccc1)c1cccc(S(=O)(=O)NCc2ccco2)c1	1.8	9	2.0	10	11	-8	32	-10	1	-0.7
52	COc1ccc(C)cc1Nc1n[n+](-c2ccccc2)c(-c2ccc(OC)c(OC)c2OC)s1	-0.7	-25	0.3	27	0	-2	24	-4	0	-3.0
53	COC(=O)CCn1nnc(-c2cccs2)n1	-0.2	-5	-2.4	-1	0	0	-6	-5	-1	-0.2
54	CCCCC1(C)NC(=O)N(CC(=O)Nc2ccc(S(=O)(=O)N3CCOCC3)cc2)C1=O (stereo not given)	-0.8	-7	0.6	-5	7	7	5	0	-6	-1.5
55	O=C(Nc1cccc2ncccc12)c1ccc([N+](=O)[O-])o1	0.0	3	0.1	4	9	19	21	-6	0	-1.1

# Source: PubChem BioAssay (several laboratories)
